# Bioassay records deposited in PubChem BioAssay by National Center for Advancing Translational Sciences (NCATS).
# RORg inh: ROR gamma (mouse) transcription inhibition. Drosophila S2 Gal4-RORgamma UAS-luciferase reporter, 20 h. Potency, µM (doses to about 53.6 µM), without a hit: at the top dose activity change, negative = inhibition, actives largely listed as inhibitors. actives 5.4% (n = 310,000); further: potency means the concentration at half of the fitted maximal effect; on the % scale 0 is the no-effect control and ±100 the full control effect; nearly all actives have a fitted effect of over 60% in size
#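 Drosophila S2 cells stably expressing Gal4-DBD/mouse RORγ fusion under metallothionein promoter plus UAS-luciferase; compound 1 h, then 700 uM CuSO4 induction for 20 h at ambient temperature; inhibition read as reduced luminescence.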
# KCNH2 3.1 block: blocks the human KCNH2 3.1 channel isoform; AID 720553; actives 0.95% (n = 340,000); U2OS KCNH2 3.1, thallium flux FluxOr; stronger effect = lower value; activity change, % (tested at about 1.8 µM);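 active means maximum activity change below -70%; inconclusive means maximum activity change from -70% to -50%; inactive means maximum activity change above -50%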;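 further: thallium influx rate constant from kinetic fluorescence after stimulation buffer; on the % scale 0 is the no-effect control and ±100 the full control effect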
#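 Thallium flux via FluxOr fluorescence (Red40 quencher, 45 min loading) in U2OS cells virally expressing the KCNH2 3.1 isoform (1.77 x 10^8 /mL virus, overnight at 37 C). Rate constants from 2-min kinetic reads post-stimulation, normalised to positive and negative controls.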
# Rab9 prom act: activates the Rab9 promoter; Huh7 Rab9 promoter-luciferase reporter, luminescence, 24 h; Potency, µM (titrated, usually from 9.22 µM), inactives show top-dose activation, negative = inhibition, actives largely listed as activators; actives 2.8% (n = 320,000); further: potency means the concentration at half of the fitted maximal effect; % of control where 0% means no effect; nearly all actives have a fitted effect of over 60% in size
#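 Steps: seed 1500 Huh7 Rab9-luc cells per well, rest 2 h at 37 °C; add compound in DMSO; incubate 24 h; add luciferase reagent, 10 min ambient; read luminescence.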
# Tb PFK inh: blocks T. brucei phosphofructokinase. T. brucei PFK, ADP-Glo luminescence. O15648. Potency, µM (doses to about 57.5 µM), inactives show at the highest dose activity, negative = inhibition, usual class: inhibitors. actives 0.17% (n = 330,000);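 further: potency means the concentration at half of the fitted maximal effect; 0% = uninhibited 1x PFK enzyme wells and -100% = no-enzyme wells; nearly all actives have a fitted effect of over 60% in size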
# Target sequence (O15648 whole entry, looked up): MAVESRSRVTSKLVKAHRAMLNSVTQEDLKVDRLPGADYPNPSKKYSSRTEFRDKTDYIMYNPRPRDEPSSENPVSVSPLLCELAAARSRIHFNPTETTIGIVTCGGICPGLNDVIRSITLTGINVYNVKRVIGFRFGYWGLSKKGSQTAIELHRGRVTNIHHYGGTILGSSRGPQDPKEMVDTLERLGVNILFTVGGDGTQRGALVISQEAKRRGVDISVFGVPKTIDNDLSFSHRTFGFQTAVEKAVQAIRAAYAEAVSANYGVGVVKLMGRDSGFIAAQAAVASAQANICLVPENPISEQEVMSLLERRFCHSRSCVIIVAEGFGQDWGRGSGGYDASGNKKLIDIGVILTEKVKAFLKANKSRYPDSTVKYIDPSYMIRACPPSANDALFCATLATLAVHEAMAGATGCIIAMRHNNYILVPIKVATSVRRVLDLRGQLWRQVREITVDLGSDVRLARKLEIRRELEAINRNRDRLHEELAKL
#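 1.25 nM PFK with 0.5 mM F6P and 0.1 mM ATP in 0.1 M TEA pH 8.0, 5 mM MgCl2, incubated 45 min at room temperature; ADP measured by ADP-Glo luminescence; compounds titrated up to 57 uM.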
# FBPA coupling cs: counter-screen for Giardia aldolase inhibitors: coupling enzyme system; actives 0.67% (n = 290,000); AID 2472; coupling enzyme system counterscreen, AmpLite Red fluorescence; activity change, negative = inhibition, % at 58.2 µM, hits read low; in the data active means activity change below about -30%; further: on the % scale 0 is the no-effect control and ±100 the full control effect
#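 Coupling enzymes only (glyceraldehyde-3-phosphate) + compound, at 57.5 uM final, 10 min RT; add substrate/coupling/AmpLite Red mix, 20 min RT; fluorescence ex 525/em 598 nm. Actives flag coupling-system interference.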
# Giardia kill: kills Giardia lamblia; Giardia lamblia trophozoite viability; activity change, % at 7.66 µM, hits read low; actives 0.15% (n = 340,000); AID 540267; in the data active means activity change below about -80%; inconclusive means between about -30% and that limit;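 further: parasites exposed to compound for two days anaerobically before the ATP read; on the % scale 0 is the no-effect control and ±100 the full control effect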
#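 Anaerobic 48 hrs incubation at 37 deg C of 100 trophozoites/well with test compounds; ATPLite 1-Step luminescence, 15-30 min RT, reports cellular ATP as viability.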
# NPC1 promoter act: activates the NPC1 promoter. Huh7 NPC1 promoter luciferase reporter, 24 h. Potency, µM (top dose mostly 9.22 µM), inactives show at the top dose activation, actives largely listed as activators. actives 2.4% (n = 320,000);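 further: potency means the concentration at half of the fitted maximal effect; % of control where 0% means no effect; nearly all actives have a fitted effect of over 60% in size; reporter is driven by a mutant NPC1 promoter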
#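 Compounds in DMSO were transferred onto Huh7 NPC1-luciferase reporter cells pre-incubated 2 h; after 24 h at 37 °C, Amplite reagent was dispensed and luminescence recorded 10 min later.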
# ELG1 genotoxic: genotoxicity induction in ELG1-luciferase HEK293T cells. HEK293T ELG1-luciferase reporter, luminescence, 16 h. Potency, µM (titrated, usually from 46 µM), inactives show at the top dose activity change, positive = activation, usual class: activators. actives 1.3% (n = 330,000); further: potency means the concentration at half of the fitted maximal effect; % of control where 0% means no effect; nearly all actives have a fitted effect of over 60% in size
#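 Quantitative HTS format in 1536-well plates. HEK293T ELG1-luciferase reporter cells receive test compound and are incubated 16 hr at 37 °C, 5% CO2; ONE-Glo added, 30 min room temperature, then luminescence read.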
# VP16 counter: Gal4-VP16 reporter inhibition counter-screen; Drosophila S2 Gal4-VP16 UAS-luciferase, luminescence, 20 h; Potency, µM (highest dose often 53.6 µM), without a hit: at the highest dose activity, negative = inhibition, hits mostly inhibitors; actives 3.5% (n = 310,000);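 further: Gal4-VP16 expression switched on by copper sulfate through the metallothionein promoter; potency means the concentration at half of the fitted maximal effect; on the % scale 0 is the no-effect control and ±100 the full control effect; nearly all actives have a fitted effect of over 50% in size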
# uPA surface inh: blocks generation of uPA at the cell surface; cell surface uPA generation assay, qHTS; Potency, µM (titrated, usually from 38.3 µM), without a hit: top-dose activity change, negative = inhibition, hits mostly inhibitors; actives 0.31% (n = 330,000); AID 540303; active means well fitted inhibition curve with a large enough effect; inconclusive means small, poorly fitted or top-dose-only effect; inactive means no such curve, though single readings can be large or run the other way; tested in mouse RAW 264.7 cells; further: potency means the concentration at half of the fitted maximal effect; on the % scale 0 is the no-effect control and ±100 the full control effect; nearly all actives have a fitted effect of over 55% in size
# FLuc modulator: firefly luciferase modulation, counter-screen for miR-21 project; purified FLuc, Km substrates, luminescence inhibition; actives 6.9% (n = 360,000); P08659; Potency, µM (series often up to 57.5 µM), for inactives: at the top dose activity change, negative = inhibition, most hits filed as inhibitors;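 further: potency means the concentration at half of the fitted maximal effect; plate controls were vehicle for no effect and reference inhibitor for full effect; nearly all actives have a fitted effect of over 55% in size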
# Target sequence (P08659 whole entry, looked up): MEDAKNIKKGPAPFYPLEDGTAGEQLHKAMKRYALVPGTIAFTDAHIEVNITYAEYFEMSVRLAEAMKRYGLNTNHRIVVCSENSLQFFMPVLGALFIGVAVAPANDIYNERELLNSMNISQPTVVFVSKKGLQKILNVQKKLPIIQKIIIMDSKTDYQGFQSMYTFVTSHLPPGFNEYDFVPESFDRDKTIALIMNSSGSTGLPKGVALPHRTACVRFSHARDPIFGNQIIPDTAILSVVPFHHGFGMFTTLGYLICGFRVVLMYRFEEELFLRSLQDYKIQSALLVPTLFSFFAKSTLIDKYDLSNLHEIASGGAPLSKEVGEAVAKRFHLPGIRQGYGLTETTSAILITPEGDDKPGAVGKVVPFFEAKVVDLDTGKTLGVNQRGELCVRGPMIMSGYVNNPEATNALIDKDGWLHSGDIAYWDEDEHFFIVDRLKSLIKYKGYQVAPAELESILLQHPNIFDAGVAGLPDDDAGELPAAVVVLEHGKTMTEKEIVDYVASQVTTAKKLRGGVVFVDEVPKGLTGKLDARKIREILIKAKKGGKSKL
#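 Purified P. pyralis luciferase, 10 nM final, with Km-level 10 uM D-luciferin and 10 uM ATP in 50 mM Tris acetate pH 7.5, 10 mM Mg acetate, 0.01% Tween-20, 0.05% BSA; 6-point qHTS titration about 60 µM downward; luminescence read.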
# The depositor's hits bear a star; u = inconclusive; x = not tested or not shown; & = joins results of further samples; [ ] = another dose, or the depositor's remark. Unless noted, the call rests on the fitted dose curve; in most records, active means well fitted curve in the direction sought with a large enough effect; inconclusive means small, poorly fitted or top-dose-only effect, or another doubt; inactive means no such curve, though single readings can be large; an effect the other way counts as inactive or inconclusive.
# A first look (two entries):
SMILES,RORg inh,KCNH2 3.1 block,Rab9 prom act,Tb PFK inh,FBPA coupling cs,Giardia kill,NPC1 promoter act,ELG1 genotoxic,VP16 counter,uPA surface inh,FLuc modulator
CCC(C)(C)n1nnnc1C(c1cccnc1)N1CCCc2ccccc21 (centres undefined),1%,3,4%,0%,-1,-3,-5%,-2%,-25%,-9%,2%
COc1ccc(CC(=O)NC(CC(=O)O)c2ccc(OC)cc2)cc1 (centres undefined),-9%,-26,9%,-10%,5,0,-2%,-2%,-9%,-6%,-11%

# Results, from the start:
SMILES,RORg inh,KCNH2 3.1 block,Rab9 prom act,Tb PFK inh,FBPA coupling cs,Giardia kill,NPC1 promoter act,ELG1 genotoxic,VP16 counter,uPA surface inh,FLuc modulator
CCC(C)(C)n1nnnc1C(c1cccnc1)N1CCCc2ccccc21 (centres undefined),1%,3,4%,0%,-1,-3,-5%,-2%,-25%,-9%,2%
COc1ccc(CC(=O)NC(CC(=O)O)c2ccc(OC)cc2)cc1 (centres undefined),-9%,-26,9%,-10%,5,0,-2%,-2%,-9%,-6%,-11%
CCOC(=O)C(CC)n1cnc2c(nnn2-c2ccccc2)c1=O (centres undefined),-19%,13,-3%,-8%,5,0,-2%,2%,-11%,71%[activator],2%
COc1ccc(S(=O)(=O)N2CCN(Cc3c[nH]c4ccccc34)CC2)cc1,12%,21,-4%,-4%,-3,10,1%,-2%,5%,-7%,0%
COc1cc(/C=C/C(=O)OCC(=O)NC(=O)NC2CCCCC2)ccc1OC(F)F,4%,5,4%,0%,-1,-8,1%,2%,-11%,7%,7%
O=C(N/C(=C/c1cccs1)C(=O)N1CCOCC1)c1ccccc1,-8%,-3,1%,-3%,7,33[activator],1%,-2%,0%,-1%,-15%
O=C1NC(=S)SC1=C1CCCCCC1,8%[10 µM],1,-4%,6%,17,8,12%,-5%,u,-7%,-12%
O=C(CN1C(=O)CSc2cc(S(=O)(=O)N3CCCCCC3)ccc21)NCCc1ccccc1,66%,-31,0%,2%,0,11,-5%,3%,1%,-1%,0%
CC(CCc1ccccc1)NC(=O)COC(=O)c1cccn1C (centres undefined),x,-3,2%,-1%,x,-26,-2%,1%,x,-3%,1%
O=C(C1CCCN(S(=O)(=O)c2cnc[nH]2)C1)N1CC(=O)N(CCc2ccccc2)C(=O)C1 (centres undefined),-18%,12,-5%,4%,1,-8,-2%,-2%,-8%,-8%,0%
CC(=O)C1CCCN(C(=O)c2ccc3nc(Cc4cccc(Cl)c4)oc3c2)C1 (centres undefined),11%,-7,3%,-22%,x,-23,3%,-3%,0%,-4%,5%
CN1C(=O)N(C)C(c2cccc([N+](=O)[O-])c2)C2=C1CCCC2=O (centres undefined),-10%,2,5%,-1%,2,10,2%,4%,-1%,5%,1%
CC(C)CN(C(=O)CN1C(=O)C2CCCCC2C1=O)c1c(N)n(Cc2ccccc2)c(=O)[nH]c1=O (centres undefined),-16%,0,1%,0%,x,-10,-1%,2%,-3%,10%,2%
C=CCn1c(SCc2nc3scc(-c4ccccc4)c3c(=O)[nH]2)nnc1-c1ccccc1F,u,-22,1%,3%,-10,2,-2%,-6%,u,2%,3%
CC(Oc1ccc(S(=O)(=O)N2CCCC2)cc1[N+](=O)[O-])C(=O)N(C)c1ccccc1 (centres undefined),x,-4,-4%,2%,x,-1,5%,2%,x,-4%,2%
COc1ccccc1OCC(=O)N/N=C/C=C/c1ccc([N+](=O)[O-])o1,11µM*,5,12%,-8%,0,u,0%,3%,10µM*,-10%,3%
Cc1oc2cc(OC(=O)c3ccco3)ccc2c(=O)c1-c1nc2ccccc2n1C,u,x,7%,-3%,1,-16,0%,2%,17%,7%,-9%
NC(=O)CC(NC(=O)Cc1ccc(Cl)cc1)c1ccc(NCCOc2ccccc2)c([N+](=O)[O-])c1 (centres undefined),22%,-2,-2%,0%,-2,-15,2%,-3%,4%,-55%,0%
CCOc1ccccc1NC(=O)c1cccc(NC(=O)CC(c2ccccc2)c2ccccc2)c1,11%,-25,-4%,-2%,0,5,-11%,-14%,-5%,5%,2%
Cc1c(C(=O)Oc2cccc3cccnc23)oc2ccccc12,3.2µM*,-17,1%,2%,-4,-14,-7%,-6%,6.3µM*,-1%,u
O=[N+]([O-])c1cc(C(F)(F)F)ccc1NN=C1CCCC1,u,-1,1%,-1%,0,-17,1%,1%,3%,-6%,-14%
O=C(Nc1cccnc1)c1ccc(COc2ccccc2Br)o1,39%,-3,-2%,-7%,1,4,-2%,13%,6%,x,u
COc1ccccc1N1CC(C(=O)NCC2COc3ccccc3O2)CC1=O (centres undefined),x,-3,x,1%,x,-13,x,-2%,x,-15%,x
Cc1cc(=O)n2nc(N3CCC(C(=O)NCc4ccc(Cl)cc4)CC3)sc2n1,25%,-15,-3%,-9%,x,14,-2%,2%,-3%,-20%,-1%&4%
COc1cc(SC)ccc1C(=O)OCC(=O)NCCC1=CCCCC1,x,-5,-2%,13%,x,-11,0%,-9%,x,0%,-5%
COc1cccc(CNCCO)c1OCc1ccccc1Cl,1%,11,-1%,0%,-1,12,-4%,-4%,-4%,1%,8%
COc1ccc(CNC(=O)N2CCN(c3ccc(F)cc3)CC2)cc1,-1%,-4,-1%,-5%,2,-15,-4%,-5%,-1%,-1%,-1%
CC(C)(C)OC(=O)C[C@@H]1C/C=C\C[C@@H](CC(=O)N[C@H](CO)Cc2ccccc2)C(=O)NC[C@H](c2ccccc2)OC1=O,x,22,x,4%,x,-7,x,0%,x,-2%,x
CC(C)N1C(=S)SC(C)(C)C1NO (centres undefined),48%,-16,-2%,0%,0,-3,0%,-1%,-3%,-2%,-1%
CCOC(=O)c1c(-c2ccc(C)cc2C)csc1NC(=O)CSc1nnnn1C,u,-7,-11%,-9%,-1,-9,1%,-18%,u,-21%,-2%

# Taken from above.
# For VP16 counter, Cc1cc(=O)n2nc(N3CCC(C(=O)NCc4ccc(Cl)cc4)CC3)sc2n1 has the entry -3%
# For Giardia kill, O=[N+]([O-])c1cc(C(F)(F)F)ccc1NN=C1CCCC1 has the entry -17
# For uPA surface inh, COc1ccccc1OCC(=O)N/N=C/C=C/c1ccc([N+](=O)[O-])o1 has the entry -10%
# For Tb PFK inh, COc1ccccc1N1CC(C(=O)NCC2COc3ccccc3O2)CC1=O (centres undefined) has the entry 1%
# For NPC1 promoter act, CCOc1ccccc1NC(=O)c1cccc(NC(=O)CC(c2ccccc2)c2ccccc2)c1 has the entry -11%

# More entries:
SMILES,RORg inh,KCNH2 3.1 block,Rab9 prom act,Tb PFK inh,FBPA coupling cs,Giardia kill,NPC1 promoter act,ELG1 genotoxic,VP16 counter,uPA surface inh,FLuc modulator
Cc1[nH]n(-c2ccccc2)c(=O)c1N=Nc1ccccc1O,2µM*,8,-42%[inhibitor],-1%,-7,-7,-30%,10%,4.5µM*,-5%,8.5µM*
COC(=O)c1cccc(NC(=O)Cn2nnc3ccccc32)c1,u,4,10%,1%,0,16,2%,0%,-3%,-2%,-6%
Cc1cc(C)nc(SCc2cc(=O)c(OC(=O)c3cc([N+](=O)[O-])ccc3Cl)co2)n1,-16%,16,-1%,6%,-1,-11,0%,0%,-2%,-4%,4%
O=C(CC1C(=O)NCCN1C/C=C/c1ccccc1)NCCc1cccnc1 (centres undefined),5%,-9,15%,4%,3,u,-1%,11%,1%,0%,-16%
O=C(c1ccc2c(c1)OCO2)C1CCCN(C(=O)NCc2ccccc2)C1 (centres undefined),33%,x,0%,0%,-2,-13,-5%,1%,-3%,-3%,5%
C=CCNC(=O)COC(=O)c1c2c(nc3ccccc13)CCC2,0%,0,-1%,-11%,1,9,0%,-21%,-2%,-1%,-2%
CCO[C@H]1OC(C(=O)N2CCOCC2)=C[C@@H](c2ccccc2)[C@@H]1CCCO,24%,-11,-2%,3%,4,-17,2%,8%,2%,10%,-1%
CN(C(=O)CC1C(=O)NCCN1CC1CCCCC1)C1CCOCC1 (centres undefined),1%,-2,-2%,-1%,1,-5,0%,0%,-1%,10%,0%
COc1cccc(NC(=O)Nc2cccs2)c1,6.3µM*,-5,u,-4%,-4,-29,19%,2%,5µM*,2%,24µM*
